KB-V1 MDR tox: kills drug-selected multidrug resistant KB-V1 cells | Potency, µM (doses to about 46.1 µM), without a hit: at the top dose activity change, negative = cytotoxicity, most hits filed as cytotoxic | 3.4% of 400,000 active | KB-V1 MDR cells viability, CellTiter-Glo, 72 h | AID 1347076; further: potency means the concentration at half of the fitted maximal effect; on the % scale 0 is the no-effect control and ±100 the full control effect; nearly all actives have a fitted effect of over 60% in size
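Drug-selected KB-V1 cells, grown in DMEM lacking phenol red with 10% FBS, receive compound titrations; after three days at 37 degrees C, surviving cell ATP is quantified by CellTiter-Glo luminescence and responses normalized and curve-fitted.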
GLP1R cytotox: cytotoxicity counter-screen for GLP-1 receptor inverse agonists | AID 624418 | Potency, µM (series often up to 38.3 µM), without a hit: top-dose activity change, negative = inhibition, usual class: inhibitors | HEK293 cAMP-luciferase reporter cells, luminescence, 24 h | 0.13% of 410,000 active;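 further: loss of luciferase light is scored as toxicity; potency means the concentration at half of the fitted maximal effect; on the % scale 0 is the no-effect control and ±100 the full control effect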
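Cells in DMEM/10% Nu serum/1% pen-strep, 1536-well format. Pre-incubated 12 h, dosed with 23 nL compound, incubated a further 24 h. Luciferase detection, 12 min at room temp, luminescence.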
HT1080-NT tox: kills 2HG-producing HT-1080-NT fibrosarcoma cells; Potency, µM (highest dose often 46.1 µM), for inactives: at the top dose activity, negative = less viability, most hits filed as cytotoxic; HT-1080-NT fibrosarcoma viability, CellTiter-Glo ATP luminescence, 48 h; 1.6% of 360,000 active;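 further: NT is the 2HG producing partner of a matched IDH1 knockdown line; potency means the concentration at half of the fitted maximal effect; 0% = DMSO-treated cells and -100% = media-only wells without cells; nearly all actives have a fitted effect of over 55% in size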
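Toxicity toward the 2HG-producing NT line was scored as %Activity, normalised to DMSO and no-cell wells, from CellTiter-Glo luminescence after 48 hours' treatment.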
SW480 rerep: induces DNA re-replication in SW480 colon adenocarcinoma cells. Potency, µM (highest dose often 46.1 µM), for the others: at the top dose re-replication activation, hits mostly activators. 1.8% of 340,000 active. AID 624297. SW480 DNA re-replication, Hoechst DNA content imaging, 48 h; further: potency means the concentration at half of the fitted maximal effect; % of control where 0% means no effect; nearly all actives have a fitted effect of over 55% in size
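Image-based read-out: total Hoechst fluorescence of nuclei (405 nm excitation, 500-530 nm emission), with hits raising the fraction of high-intensity nuclei. SW480 colon cells incubated 48 hr with compounds at 37 C.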
HT1080 IDH1KD tx: kills HT-1080 cells with IDH1 knockdown; HT-1080 IDH1 knockdown viability, ATP luminescence, 48 h; Potency, µM (titrated, usually from 46.1 µM), for the others: top-dose activity, negative = toxicity, hits mostly cytotoxic; 2% of 360,000 active;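 further: potency means the concentration at half of the fitted maximal effect; 0% = DMSO wells and -100% = cell-free medium wells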
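Cytotoxicity counter-line: IDH1KD HT-1080, 48 h, CellTiter-Glo. Curves classed by r2, magnitude and activity.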
IL-1B inflam inh: inflammasome signaling inhibition, IL-1 beta readout | THP-1 LPS/ATP IL-1B secretion, AlphaLISA, 16 h; stronger effect = lower value | activity change, % at 57.5 µM | 4.7% of 360,000 active | AID 743279; in the data active means activity change below about -50%; inconclusive means mostly about -30% to -49%; further: on the % scale 0 is the no-effect control and ±100 the full control effect
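THP-1 cells pretreated 1 hr with compounds (up to 57.5 uM final), then stimulated with LPS (250 ng/mL final) plus ATP (1.25 mM final); secreted IL-1B measured by AlphaLISA after 16 hr, decreased signal indicating inhibition.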
KB-3-1 tox: KB-3-1 parental cell cytotoxicity; Potency, µM (series often up to 46.1 µM), for inactives: top-dose activity change, negative = cytotoxic, usual class: cytotoxic; 1.4% of 400,000 active; KB-3-1 viability, CellTiter-Glo ATP luminescence, 72 h; further: potency means the concentration at half of the fitted maximal effect; on the % scale 0 is the no-effect control and ±100 the full control effect; nearly all actives have a fitted effect of over 60% in size
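Here the drug-naive KB-3-1 line serves as comparator for MDR sub-line selectivity; cells received compound titrations, 72 h at 37 °C, then CellTiter-Glo readout.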
MCF10A rereplic: DNA re-replication induction in MCF 10a cells; 2.9% of 350,000 active; Potency, µM (highest dose often 46.1 µM), for inactives: at the highest dose activity, positive = re-replication, most hits filed as activators; MCF 10A DNA re-replication, Hoechst nuclear intensity, 48 h; further: potency means the concentration at half of the fitted maximal effect; % of control where 0% means no effect; nearly all actives have a fitted effect of over 50% in size
D3 ag: D3 dopamine receptor (human) agonism; P35462; D3R DiscoveRx beta-arrestin cells, luminescence, 90 min; max activation, %; 0.58% of 410,000 active; in the data active means max activation above about 30%; further: 0% is about no effect; mostly tested at two doses, the higher about 12 µM
Target sequence (P35462 whole entry, looked up): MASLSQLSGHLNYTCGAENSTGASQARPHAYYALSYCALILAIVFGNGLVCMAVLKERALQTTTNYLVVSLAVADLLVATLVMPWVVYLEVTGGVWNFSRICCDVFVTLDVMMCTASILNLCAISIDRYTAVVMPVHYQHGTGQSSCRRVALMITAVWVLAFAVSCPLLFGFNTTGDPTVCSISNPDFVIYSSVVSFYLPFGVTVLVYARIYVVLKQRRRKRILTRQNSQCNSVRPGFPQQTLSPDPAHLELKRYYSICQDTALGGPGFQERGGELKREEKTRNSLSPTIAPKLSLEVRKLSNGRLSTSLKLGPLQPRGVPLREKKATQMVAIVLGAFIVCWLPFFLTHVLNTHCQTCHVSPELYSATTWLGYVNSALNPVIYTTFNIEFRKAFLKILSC
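Agonist mode: compounds and dopamine controls were applied to plated cells for 90 min at 37 degrees C after an overnight attachment at 1500 cells/well. Luminescent read-out followed 30 - 60 minutes at room temperature with DiscoveRx detection reagent.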
Numbers without * were called inactive; ? = inconclusive; nt = not tested or not shown; & = joins results of further samples; [ ] = remark or other dose. Unless noted, the call rests on the fitted dose curve; in most records, active means well fitted curve in the direction sought with a large enough effect; inconclusive means small, poorly fitted or top-dose-only effect, or another doubt; inactive means no such curve, though single readings can be large; an effect the other way counts as inactive or inconclusive.

1) CCC1Oc2ccccc2N(CC(=O)NCCc2ccc(OC)c(OC)c2)C1=O (stereo unspecified)
2) COc1ccccc1Nc1nc(N)nc(CSc2nnc(C)s2)n1
3) CC(=O)/C(C#N)=C1\NC(=O)C(Cc2ccccc2)S1 (stereo unspecified)
4) CCOC(=O)c1sc(NC(=O)Cc2c(F)cccc2Cl)nc1C
5) CC(=O)Nc1ccc(C(=S)NCC2(N(C)C)CCCCC2)cc1
6) O=C(CS(=O)(=O)c1ccccc1)Nc1nc(-c2ccccc2)cs1
compound no.	1	2	3	4	5	6
KB-V1 MDR tox	?	-15%	13µM*	?	-11%	-2%
GLP1R cytotox	6%&-12%	65%	2%	9%	?	-9%
HT1080-NT tox	9%	-5%	-6%	1%	-21%	-3%
SW480 rerep	-17%	-8%	?	6%	-10%	-3%
HT1080 IDH1KD tx	11%	-2%	?	-1%	-21%	-3%
IL-1B inflam inh	-15	0	-1	-5	-28	-5
KB-3-1 tox	2%	20%	15µM*	-11%	-9%	-2%
MCF10A rereplic	1%	12%	24%	8%	-1%	-3%
D3 ag	11&0	-7	-5	0	0	-13

7) Cc1ccc(S(=O)(=O)NCCOc2nc(N3CCOCC3)nc(N3CCOCC3)n2)cc1
8) COc1ccc(-c2nnc(SCC#N)o2)cc1
9) CSc1nnnn1CCn1nnnc1SC
10) CCOC(=O)C1CCN(c2cc3c(cc2NC(=O)c2ccccc2OCC)n(C)c(=O)n3C)CC1
11) CCOc1cc(CNn2cnnc2)cc(Cl)c1OCC(=O)NC(C)(C)C
12) Cc1nc2nc(-c3cccnc3)[nH]n2c(=O)c1C
compound no.	7	8	9	10	11	12
KB-V1 MDR tox	?	20%	-7%	-30%	0%	18%
GLP1R cytotox	-18%	-3%	0%	?	-10%	66%[activator]
HT1080-NT tox	1%	?	-2%	6%	15%	-1%
SW480 rerep	-1%	0%	-5%	-10%	-48%[inhibitor][1.84 µM]	-9%
HT1080 IDH1KD tx	5%	?	-3%	8%	11%	-1%
IL-1B inflam inh	-10	?	0	38	15	18
KB-3-1 tox	3%	14%	-8%	2%	3%	-7%
MCF10A rereplic	2%	0%	-3%	?	-24%	-2%
D3 ag	3	0	-4	5	4	-1

13) O=C(CCC(=O)Nc1ccc(Br)cc1)N/N=C/c1ccccc1O
14) COc1cccc(CNC(=O)c2cc(C)nc3c2c(C)nn3-c2cccc(F)c2)c1
15) COc1ccc(NS(=O)(=O)c2cn(C)cn2)cc1OC
16) COc1ccc(CCN2CC(C(=O)N(C)CCc3cn[nH]c3)CCC2=O)cc1 (stereo unspecified)
17) CC(C)Oc1ccccc1/C=N/NC(=O)C1CC1
18) COc1cc2c(oc(=O)c3cc(C)cc(OC)c32)c2c(C3OC(C)C(O)C(C)(O)C3O)ccc(O)c12 (stereo unspecified)
compound no.	13	14	15	16	17	18
KB-V1 MDR tox	?	-19%	20%	5%	22%	?
GLP1R cytotox	-13%	6%	-3%	0%	1%	-23%
HT1080-NT tox	10µM*	nt	-11%	3%	3%	?
SW480 rerep	?	nt	-1%	-10%	?	?
HT1080 IDH1KD tx	13µM*	nt	-8%	7%	6%	?
IL-1B inflam inh	144	nt	-7	-4	17	-101*
KB-3-1 tox	?	0%	1%	4%	21%	?
MCF10A rereplic	16%	nt	?	-4%	17%	6%
D3 ag	-8	27	-5	-9	10	-3

Five compounds picked at random from the list so far:
13) O=C(CCC(=O)Nc1ccc(Br)cc1)N/N=C/c1ccccc1O
16) COc1ccc(CCN2CC(C(=O)N(C)CCc3cn[nH]c3)CCC2=O)cc1 (stereo unspecified)
14) COc1cccc(CNC(=O)c2cc(C)nc3c2c(C)nn3-c2cccc(F)c2)c1
18) COc1cc2c(oc(=O)c3cc(C)cc(OC)c32)c2c(C3OC(C)C(O)C(C)(O)C3O)ccc(O)c12 (stereo unspecified)
15) COc1ccc(NS(=O)(=O)c2cn(C)cn2)cc1OC
compound no.	13	16	14	18	15
KB-V1 MDR tox	?	5%	-19%	?	20%
GLP1R cytotox	-13%	0%	6%	-23%	-3%
HT1080-NT tox	10µM*	3%	nt	?	-11%
SW480 rerep	?	-10%	nt	?	-1%
HT1080 IDH1KD tx	13µM*	7%	nt	?	-8%
IL-1B inflam inh	144	-4	nt	-101*	-7
KB-3-1 tox	?	4%	0%	?	1%
MCF10A rereplic	16%	-4%	nt	6%	?
D3 ag	-8	-9	27	-3	-5

(continued)
19) O=S(=O)(Nc1ccc(S(=O)(=O)N2CCCCC2)cc1)c1ccc(Br)s1
20) Cc1ccc(-c2nc(-c3ccccc3)no2)c(Cl)c1
21) O=C(CP(=O)(CO)CO)c1ccc(Cl)cc1
22) Cc1ccc(NC(=S)N(Cc2cccs2)Cc2cc3cccc(C)c3[nH]c2=O)cc1
23) CCOC(=O)CC1=C(C(=O)OCC)C(c2ccc(C)o2)C(C#N)=C(N)O1 (stereo unspecified)
24) CCOc1cc(C2C(C#N)=C(N)Oc3n[nH]c(-c4ccncc4)c32)cc([N+](=O)[O-])c1O (stereo unspecified)
compound no.	19	20	21	22	23	24
KB-V1 MDR tox	-2%	?	3%	?	?	1%
GLP1R cytotox	-11%	3%	-1%	-5%	0%	?
HT1080-NT tox	?	-10%	9%	-4%	11%	22%
SW480 rerep	7%	3%	2%	-1%	0%	-15%
HT1080 IDH1KD tx	-23%	-12%	5%	-14%	10%	18%
IL-1B inflam inh	53	16	0	-13	16	23
KB-3-1 tox	0%	-12%	-1%	-7%	2%	3%
MCF10A rereplic	?	14%	27%	?	0%	2%
D3 ag	-4	-7	4	-4	3	5

25) Cc1c(Cl)c(=O)oc2cc(OCC(=O)NCc3cccs3)ccc12
26) CCOC(=O)C1(C)CCN1C(=O)c1ccc2c(c1)CCO2 (stereo unspecified)
27) Cc1ccc(C)c(OCC(O)CN2C(C)CCCC2C)c1 (stereo unspecified)
28) Cc1ccc(C)c(S(=O)(=O)Nc2ccc3c(c2)CCCN3C(=O)c2cccs2)c1
29) CC(OC(=O)CCCC(=O)Nc1ccccc1)C(=O)c1ccccc1 (stereo unspecified)
30) COCCNC(=O)CNC(=S)N(Cc1ccccc1)Cc1cccnc1
compound no.	25	26	27	28	29	30
KB-V1 MDR tox	-17%	0%	-3%	-3%	43%	17%
GLP1R cytotox	-29%	3%	?	-7%	10%	1%
HT1080-NT tox	15%	27%	-6%	nt	13%	7%
SW480 rerep	2%	nt	?	nt	-2%	-2%
HT1080 IDH1KD tx	13%	1%	?	nt	2%	13%
IL-1B inflam inh	0	-7	20	nt	8	9
KB-3-1 tox	1%	0%	-23%	-1%	5%	15%
MCF10A rereplic	2%	nt	3%[9.22 µM]	nt	-4%	9%
D3 ag	-14	-3	-7	2	-1	2

31) CC(C)c1nnc(NC(=O)c2ccc3c(c2)OCO3)s1
32) Cc1c(CCC(=O)NCCCn2ccnc2)c(=O)oc2cc3oc4c(c3cc12)CCCC4
33) Cc1ccc(S(=O)(=O)N2CCN(c3ccc([N+](=O)[O-])c(Sc4nncn4C)c3)CC2)cc1
34) Cc1ccc(C)c(N2CCN(C(=S)Nc3ccc4nc(N5CCOCC5)cc(C)c4c3)CC2)c1
35) CCOc1cc(C2NC(=O)NC(c3ccccc3)=C2C(C)=O)ccc1OCC(N)=O (stereo unspecified)
36) CC1OC23CCCCC2C(C#N)(C(=N)O3)C1(C#N)C#N (stereo unspecified)
compound no.	31	32	33	34	35	36
KB-V1 MDR tox	2%	22%	?	?	2%	29%
GLP1R cytotox	-10%	-2%	?	10%	21%	12%
HT1080-NT tox	12%	?	-2%	-23%	2%	8%
SW480 rerep	-26%	11%	nt	?	1%	-9%
HT1080 IDH1KD tx	8%	-27%	-8%	-27%	0%	10%
IL-1B inflam inh	-17	?	-9	0	-1	?
KB-3-1 tox	5%	-8%	0%	-2%	-1%	12%
MCF10A rereplic	0%	4%	-3%	16µM*	-2%	1%
D3 ag	-4	2	-11	-3	-11	6

37) CC(=O)Nc1ccccc1C(=O)N1CCN(Cc2ccc3c(c2)OCO3)CC1
38) CCOC(=O)C1CCCN(c2c(Nc3cc(C)cc(C)c3)c(=O)c2=O)C1 (stereo unspecified)
39) O=C(Nc1ccccc1F)c1cc(C(=O)Nc2ccccc2F)cc([N+](=O)[O-])c1
40) O=C(c1ccccc1)N1CCN(c2cc(Cl)nc3cc(-c4cccc(Cl)c4)nn23)CC1
41) CCOc1ccc(NC(=S)NNC(=S)Nc2cccc(C(F)(F)F)c2)cc1
42) Cc1ncc(CO)n1Cc1ccc(Cl)cc1
43) C=C(C)COc1ccc(-c2ncncc2-c2ccc(OC)cc2)c(O)c1
44) CCCN(CC(=O)Nc1ccc(F)c(F)c1F)Cc1cc(=O)n2ccsc2n1
45) CN(c1cccc(NS(=O)(=O)c2cccs2)c1)S(C)(=O)=O
compound no.	37	38	39	40	41	42	43	44	45
KB-V1 MDR tox	-9%	-19%	-1%	-3%	18%	2%	-10%	?	-16%
GLP1R cytotox	7%	-17%	-1%	-1%	-23%	1%	-3%	-8%	1%
HT1080-NT tox	-4%	14%	11%	-1%	-1%	-2%	-5%	-5%	5%
SW480 rerep	-24%	-9%	-11%	nt	25%	nt	9%	-12%	3%
HT1080 IDH1KD tx	10%	8%	4%	-6%	-22%	-8%	-12%	-2%	4%
IL-1B inflam inh	12	-12	0	-18	-8	-3	-58*	41	2
KB-3-1 tox	2%	5%	10%	0%	-2%	-3%	-15%	14%	-9%
MCF10A rereplic	-3%	26%	-4%	nt	?	nt	11%	-2%	-6%
D3 ag	-1	-1	1	3	0	7	7	8	1

Compound activity from PubChem BioAssay.
